Screens (PubChem)
Diaph act CS: activates diaphorase or chemically reduces, flagging diaphorase assay artifacts; Diaphorase/resazurin coupled assay, resorufin fluorescence, 16 min; hits give high values; 1 = vehicle wells, 0 = NADH-free wells; activation factor at 20 µM; 190,000 compounds, 0.005% hits; AID 1229;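 active = diaphorase activity raised at least twofold by the compound at 20 µM; inactive = activation factor below 2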
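Assay system: Purified diaphorase enzyme from Clostridium kluyveri | Amount: Enzyme 0.07 U/mL final | Dosing: Compound 20 µM once, DMSO 1% | Timing: 16 min reaction at room temperature | Detection: Fluorescence, excitation 544 nm and emission 590 nm | Evaluation: Higher resorufin formation from activation or reduction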
APP 5'UTR act: APP 5'UTR luciferase reporter activation; 190,000 compounds, 1% hits; SH-SY5Y APP 5'UTR luciferase reporter, luminescence; zero percent = DMSO vehicle wells; activation, % at 2 µM; AID 1276;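 active = activation above a set limit, based on mean plus 3 SD of controls, cut at about 140% in these data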; also: values of inactives mirror those of a sister screen read the other way
STAT1 act: activators of IFN-gamma induced STAT1 signaling | 200,000 compounds, 2.6% hits | NIH 3T3 STAT1-luciferase reporter, luminescence; 100% = IFN-gamma alone, no compound | activation (% of control), % at 5.5 µM;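 active = activation above the screen-wide mean activation plus 3 SD, cut at about 130% in these data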;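 also: raw ratio to IFN-gamma control signal so 100% means no change and 0% no light; values of inactives mirror those of a sister screen read the other way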
FLuc inh counter: Photinus pyralis luciferase inhibition counter-screen; inhibition, % at 10 µM; 200,000 compounds, 1.5% hits; P08659; ATPLite firefly luciferase biochemical luminescence, 10 min;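 active = inhibition above about 50% when tested at 10 µM, limit read from the data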
TLR4-MyD88 BLA: inhibitors of human TLR4-MyD88 binding | inhibition, % at 8.4 µM | HeLa CL3-4 TLR4/MyD88 BLA complementation, FRET ratio | O00206+Q99836 | 200,000 compounds, 0.18% hits; in the data active = inhibition above about 25%;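 also: 0% = vehicle and 100% = reference inhibitor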
Target sequence (O00206 whole entry, looked up): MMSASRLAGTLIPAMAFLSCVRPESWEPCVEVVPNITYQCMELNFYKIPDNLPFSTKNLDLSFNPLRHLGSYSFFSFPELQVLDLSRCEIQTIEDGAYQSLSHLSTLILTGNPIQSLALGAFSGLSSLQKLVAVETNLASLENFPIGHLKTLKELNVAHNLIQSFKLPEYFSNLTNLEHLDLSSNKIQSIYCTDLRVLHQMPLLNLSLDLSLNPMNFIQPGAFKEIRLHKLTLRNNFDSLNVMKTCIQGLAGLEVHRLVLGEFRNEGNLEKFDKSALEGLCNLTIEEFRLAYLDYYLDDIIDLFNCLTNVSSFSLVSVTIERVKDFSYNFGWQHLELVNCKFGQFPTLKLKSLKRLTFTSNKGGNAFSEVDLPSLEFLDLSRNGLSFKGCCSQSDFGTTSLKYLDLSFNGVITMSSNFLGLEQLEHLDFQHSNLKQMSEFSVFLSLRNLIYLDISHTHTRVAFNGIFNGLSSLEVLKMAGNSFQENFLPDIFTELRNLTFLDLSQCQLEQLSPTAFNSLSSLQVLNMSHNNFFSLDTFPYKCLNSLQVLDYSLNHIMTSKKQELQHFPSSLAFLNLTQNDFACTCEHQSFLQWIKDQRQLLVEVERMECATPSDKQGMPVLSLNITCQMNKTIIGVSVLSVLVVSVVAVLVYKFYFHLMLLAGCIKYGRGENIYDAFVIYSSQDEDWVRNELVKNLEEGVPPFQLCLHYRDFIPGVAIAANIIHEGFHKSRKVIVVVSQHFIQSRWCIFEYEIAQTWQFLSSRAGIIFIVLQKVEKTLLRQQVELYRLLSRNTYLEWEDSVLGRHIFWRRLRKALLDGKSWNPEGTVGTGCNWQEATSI
Target sequence (Q99836 whole entry, looked up): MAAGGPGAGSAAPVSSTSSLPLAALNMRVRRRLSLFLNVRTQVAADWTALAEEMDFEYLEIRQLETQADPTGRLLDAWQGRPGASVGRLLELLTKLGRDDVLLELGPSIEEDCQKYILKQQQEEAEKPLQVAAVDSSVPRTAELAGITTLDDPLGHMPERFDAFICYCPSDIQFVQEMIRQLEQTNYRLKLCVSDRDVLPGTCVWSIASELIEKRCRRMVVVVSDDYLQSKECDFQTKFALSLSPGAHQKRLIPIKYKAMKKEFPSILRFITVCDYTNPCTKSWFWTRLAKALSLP
G6PDH CS: inhibits Leuconostoc G6PDH, flagging false hits in G6PDH-based assays; 200,000 compounds, 0.12% hits; inhibition, % at 5 µM; Purified L. mesenteroides G6PDH, diaphorase/resazurin coupled fluorescence, 45 min; in the data active = inhibition above about 50%
FLuc stim CS: firefly luciferase counter-screen for stimulation assays; ATPlite luciferase biochemical, luminescence, 10 min; 0 = ATP-free wells, 1 = DMSO control; activation factor at 10 µM; 200,000 tested, under 10 active;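 active = luciferase activation factor, scaled between plate controls, of at least 2 with compound at 10 µM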
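assay system = Luciferase/luciferin detection reagent, cell-free biochemical luciferase assay | also added = ATP substrate | times = 10 min post-reagent at room temperature | measured by = luminescence from luciferase reaction | measure = luciferase activation, seen as luminescence increase over controls | benchmarks = low control with PBS replacing ATP, high control enzyme plus ATP without compound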
APP transl inh: APP translation inhibition | 190,000 compounds, 0.82% hits | SH-SY5Y APP 5'UTR-luciferase reporter, luminescence | inhibition, % at 2 µM;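 active = inhibition above a set limit, derived from the sample mean plus 3 SD, cut at about 45% in these data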; also: values of inactives mirror those of a sister screen read the other way
NF-kB neuron act: raises NF-kB expression in human neuronal cells. NF-kB reporter expression; hits give high values. fold change at 12.5 µM. 190,000 compounds, 1.6% hits. AID 1239; in the data active = fold change above about 3.3
Diaphorase inh: inhibits diaphorase or chemically oxidizes, flagging diaphorase assay artifacts. diaphorase resazurin-to-resorufin fluorescence, NADH, 16 min; bacterial (C. kluyveri) enzyme, not human. inhibition, % at 20 µM. 190,000 compounds, 0.69% hits;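 active = primary screen inhibition at 20 µM above a set limit, cut at about 50% in these data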;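 also: plate controls were DMSO with full reaction for no effect and wells lacking NADH for full effect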
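Detection: fluorescence of resorufin formed from resazurin, Ex 544/Em 590 nm; test system: Clostridium kluyveri diaphorase enzyme; amount: 0.14 U/mL diaphorase, enzyme working solution; times: 16-min room-temperature incubation before reading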
* = called active by the depositor; · = not tested or not shown. An unsorted share of the library, and some 5.6% of all compounds hit somewhere here.

| # | molecule | APP transl inh | FLuc stim CS | Diaph act CS | NF-kB neuron act | FLuc inh counter | APP 5'UTR act | STAT1 act | TLR4-MyD88 BLA | Diaphorase inh | G6PDH CS |
| --- | --- | --- | --- | --- | --- | --- | --- | --- | --- | --- | --- |
| 1 | Cc1ccc(C(NC(=O)C2CCCCC2)c2c(O)ccc3ccccc23)cc1 (stereo unspecified) | 8 | 1.1 | 0.8 | 0.72 | -6 | -8 | 97 | 4 | 17 | -8 |
| 2 | O=[N+]([O-])c1ccc(O)c(/C=N/Nc2ccccn2)c1 | 76* | 0.9 | 0.9 | 0.85 | 10 | -76 | 94 | -14 | 5 | -10 |
| 3 | CC1CN(C(=S)NC(=O)C2CCCCC2)CC(C)O1 (stereo unspecified) | 0 | 1.1 | 0.9 | 1.3 | -5 | 0 | 112 | 5 | 8 | -6 |
| 4 | C(=N\N1CCN(C2c3ccccc3-c3ccccc32)CC1)/c1ccccn1 | -9 | 1 | 1 | 1.1 | -4 | 9 | 104 | 12 | 3 | 10 |
| 5 | Cc1ncc(CO)c(/C=N/NC(=O)c2cc(O)c(O)c(O)c2)c1O | -17 | 1 | 0.4 | 1.2 | 5 | 17 | 99 | 2 | 60* | 2 |
| 6 | COC(CN1C(=O)C(O)=C(C(C)=O)C1c1ccccn1)OC (stereo unspecified) | -1 | 1 | 1 | 1.2 | -3 | 1 | 103 | 1 | -2 | 5 |
| 7 | CCC(O)(CC)C(=O)N=Nc1c(O)[nH]c2ccccc12 | -24 | 1 | 1 | 1.1 | 3 | 24 | 99 | -14 | 0 | 10 |
| 8 | CN(C)/C=N/c1sc2c(c1C#N)CCC2 | 0 | 1 | 0.8 | 1.2 | 3 | 0 | 100 | 0 | 25 | 8 |
| 9 | c1ccc2c(NCC3CCCO3)nc(N3CCOCC3)nc2c1 (stereo unspecified) | -11 | 1.1 | · | 1.2 | -7 | 11 | 98 | -4 | · | 8 |
| 10 | O=C(Nc1ccnc(-c2ccncc2)n1)c1ccc(Cl)cc1 | -3 | 1.1 | 1.2 | 1.1 | -5 | 3 | 98 | 3 | -22 | 11 |
| 11 | CCOC(=O)Cc1csc(NC(=O)CSc2nnnn2-c2ccc(F)cc2)n1 | -5 | 1 | 0.9 | 1 | 2 | 5 | 97 | 12 | 7 | 4 |
| 12 | O=S(=O)(c1ccc2ccccc2c1)N1CCN(S(=O)(=O)N2CCCCC2)CC1 | 9 | 1.1 | 0.9 | 1.2 | -6 | -9 | 106 | -5 | 11 | 1 |
| 13 | O=C(N/N=C/C=C/c1ccccc1[N+](=O)[O-])c1cccnc1 | -6 | 1.1 | 1 | 0.85 | -6 | 6 | 98 | 5 | 4 | 11 |
| 14 | COC(C#CCCN(C)C)(c1ccccc1)c1ccccc1 | 16 | 1 | 0.8 | 1.3 | -5 | -16 | 96 | 6 | 17 | 2 |
| 15 | CSCC[C@H](NC(=O)c1nn(C)c(=O)c2ccccc12)c1nc2ccccc2[nH]1 | 0 | 1 | 0.8 | 0.93 | -3 | 0 | 102 | 9 | 24 | 8 |
| 16 | O=C(Nc1cccc(-c2cn3ccccc3n2)c1)c1cnccn1 | 18 | 0.8 | 0.9 | 0.88 | 25 | -18 | 107 | -5 | 8 | 6 |
| 17 | COc1ccc2c(c1)[nH]c(=O)c1sc3ccccc3c12 | -10 | 1 | 0.9 | 1.8 | -2 | 10 | 113 | 9 | 13 | 0 |
| 18 | Cc1cc(C(C)(C)C)ccc1OCCN1CCCC1 | · | 1 | 1 | 0.86 | -4 | · | 89 | 8 | 0 | 4 |
| 19 | O=C(C(=O)N1CCc2ccccc2C1)c1c[nH]c2ccccc12 | 4 | 1.1 | 0.8 | 1.2 | -6 | -4 | 105 | 9 | 18 | 8 |
| 20 | Cc1ccc(/C=C/S(=O)(=O)NCC(=O)O)cc1 | 2 | 1 | 0.9 | 1.4 | -4 | -2 | 104 | 9 | 7 | 7 |
| 21 | O=C(Nc1cccnc1)OC1CCCCC1 | -13 | 0.9 | 1 | 1.7 | 10 | 13 | 103 | 5 | -2 | -1 |
| 22 | C=CCn1c(C)cc(C(=O)CN2NS(=O)(=O)c3ccccc3C2=O)c1C | 85* | 0.4 | 1 | 1.2 | 55* | -85 | 143* | 11 | 2 | 1 |
| 23 | COc1cccc(NC(=S)N(CCN(C)C)Cc2cccs2)c1 | -5 | 1.1 | 1 | 5.8* | -8 | 5 | 105 | -3 | 3 | 2 |
| 24 | O=C(c1cc2sccc2n1Cc1ccccc1)N1CCCc2ccccc21 | 7 | 1 | 0.9 | 0.56 | 3 | -7 | 100 | 14 | 12 | 10 |
| 25 | CCOC(=O)C1=C(CSc2nc3c(cc2C#N)CN(C)CC3)OC(N)=C(C#N)C1c1ccc(Cl)cc1 (stereo unspecified) | -2 | 1.1 | 0.6 | 0.97 | -14 | 2 | 91 | -1 | 44 | 3 |
| 26 | CCN1CCCC1CN(Cc1cc2ccc(C)cc2[nH]c1=O)C(=S)Nc1ccc(OC)cc1OC (stereo unspecified) | 0 | 1 | 0.8 | 1.2 | -2 | 0 | 100 | -7 | 20 | -17 |
| 27 | C[C@@H](C(=O)Nc1ccc2ccccc2c1)[C@H]1C[C@]1(C)[C@H](NS(=O)(=O)c1ccccc1)c1ccccc1 | -6 | 1 | 0.8 | 0.68 | 1 | 6 | 101 | 0 | 25 | 15 |
| 28 | COc1cccc(NC(=O)c2ncc(Cl)c(Cl)c2Cl)c1 | -61 | 0.6 | 0.9 | 1.4 | 42 | 61 | 97 | -1 | 12 | -4 |
| 29 | COC(=O)Nc1ncc(CN2CCCCC2)s1 | -1 | 1 | 0.9 | 1.2 | -1 | 1 | 104 | 2 | 12 | 2 |
| 30 | COc1ccccc1OCCSc1nc2ccc([N+](=O)[O-])cc2s1 | 0 | 1.1 | 0.9 | 0.89 | -6 | 0 | 99 | 6 | 7 | 8 |
| 31 | O=C(O)c1ccccc1-c1ccccc1C(=O)Nc1cccc2ccccc12 | 0 | 1 | 0.9 | 1 | -3 | 0 | 108 | 2 | 12 | 1 |
| 32 | O=C(NCc1ccc(F)cc1)C1CCC(=O)N1C1CCCCC1 (stereo unspecified) | -5 | 1.1 | 0.9 | 1.2 | -12 | 5 | 100 | 2 | 11 | 8 |
| 33 | CCN(CC)S(=O)(=O)c1ccc(OC)c(NC(=O)c2ccc([N+](=O)[O-])cc2)c1 | 8 | 1 | 0.8 | 1.1 | -5 | -8 | 102 | 11 | 16 | 1 |
| 34 | COc1ccc(-c2nn(-c3ccccc3)cc2/C=N/Nc2cccc(C(=O)O)c2)cc1 | -46 | 1 | 0.8 | 1.1 | 0 | 46 | 126 | 15 | 18 | 1 |
| 35 | COc1ccc(CNC(=O)CCn2c(=O)oc3ccccc32)cc1 | 2 | 1.1 | 0.9 | 1.2 | -6 | -2 | 104 | -3 | 11 | -8 |
| 36 | O=C(CCc1nc(-c2cccs2)no1)Nc1cnc2ccccc2c1 | 1 | 1.1 | 0.8 | 1.3 | -6 | -1 | 99 | -1 | 21 | -10 |
| 37 | COC(=O)C1=C(CSc2nc3ccccc3s2)NC(=O)NC1c1ccc(F)cc1 (stereo unspecified) | -15 | 1.1 | 0.8 | 0.87 | -9 | 15 | 99 | -9 | 16 | -4 |
| 38 | CCOC(=O)c1cnc2ccc(OCC)cc2c1NCc1ccccc1OC | 14 | 1 | 1 | 0.94 | -3 | -14 | 104 | 3 | 0 | -13 |
| 39 | O=C(COc1ncnc2ccccc12)NC1CCS(=O)(=O)C1 (stereo unspecified) | 2 | 1.1 | 0.9 | 3 | -6 | -2 | 106 | 2 | 10 | 2 |
| 40 | Cn1c(=O)[nH]c(=O)c2c1nc(N1CCN(Cc3ccccc3)CC1)n2CCSc1ncccn1 | -15 | 1 | 0.7 | 0.8 | -4 | 15 | 105 | 5 | 29 | -1 |
| 41 | Cc1ccc(S(=O)(=O)Cc2ccccc2Cl)cc1 | -17 | 1.1 | 0.9 | 0.98 | -6 | 17 | 97 | 0 | 6 | -12 |
| 42 | N#CCC(=O)Nc1ccc(C(F)(F)F)cc1N1CCOCC1 | -18 | 1 | 1 | 1.2 | -3 | 18 | 98 | -17 | 2 | 4 |
| 43 | CC(C)(C)NC(=O)NC(=O)CSc1ncccn1 | -8 | 1 | 1.1 | 1.4 | -1 | 8 | 109 | -2 | -8 | 2 |
| 44 | CC1CCC(NC(=O)c2ccc(S(C)(=O)=O)cc2)CC1 (stereo unspecified) | -2 | 1 | 1 | 2.7 | -3 | 2 | 107 | 3 | 4 | 3 |
| 45 | Cc1ccc(C=Nc2ccccc2C#N)s1 | 0 | 0.2 | 0.9 | 1.9 | 76* | 0 | 100 | -7 | 10 | 1 |
| 46 | COc1ccc(CNCCNC(=O)c2cccs2)c(OC)c1OC | 3 | 1 | 0.9 | 0.98 | 0 | -3 | 98 | -2 | 13 | 7 |
| 47 | COc1ccc(Oc2coc3cc(OC(=O)N4CCOCC4)ccc3c2=O)cc1 | -13 | 1 | 1 | 0.65 | -3 | 13 | 98 | -7 | 1 | 8 |
| 48 | Cc1cccc(COCC(Cc2ccccc2)N2CCN(C(=O)c3cc(Cl)cc(Cl)c3)CCC2=O)c1 (stereo unspecified) | -10 | 1.1 | 0.8 | 0.82 | -8 | 10 | 89 | -1 | 20 | 18 |
| 49 | N#Cc1ccccc1OCC(=O)OCC(=O)c1ccc2c(c1)NC(=O)CO2 | 0 | 1.1 | 0.8 | 1.2 | -6 | 0 | 98 | -11 | 15 | 2 |
| 50 | CN(C)c1ccc(C2C3C(=O)N(c4ccc(C(=O)O)cc4)C(=O)C3ON2c2ccccc2)cc1 (stereo unspecified) | 8 | 1 | 0.9 | 1.1 | -4 | -8 | 102 | -10 | 10 | 0 |
| 51 | O=C(COc1ncnc2ccccc12)c1ccc(Cl)cc1 | -30 | 0.2 | 0.9 | 1.2 | 80* | 30 | 134* | 3 | 9 | 7 |
| 52 | COc1ccc(C)cc1NC(=O)C(OC(=O)c1cccc(S(=O)(=O)N(C)c2ccccc2)c1)c1ccccc1 (stereo unspecified) | -12 | 1 | 0.7 | 0.92 | -2 | 12 | 104 | -12 | 25 | 0 |
| 53 | CCOC(=O)C1CCN(CCC(=O)Nc2ccc(Cl)cc2)CC1 | -3 | 1 | 0.9 | 1 | -3 | 3 | 104 | 2 | 13 | 8 |
